ERK EGF block = qHTS Assay for Inhibitors of the ERK Signaling Pathway using a Homogeneous Screening Assay; Stimulation with EGF. AID 1454, 2008. HEK293-V1b, EGF-stimulated phospho-ERK AlphaScreen. Potency, µM (series often up to 11.5 µM), for inactives: at the highest dose activity change, negative = inhibition, hits mostly inhibitors. 130,000 compounds, 0.41% hits; active = well fitted inhibition curve with a large enough effect; inconclusive = small, poorly fitted or top-dose-only effect, or effect the other way;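 note: plate controls were stimulated vehicle wells for no effect and unstimulated vehicle basal for full effect; nearly all actives have a fitted effect of over 55% in size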
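V1b-HEK293, 1% FBS o/n; cpd 30 min 37C; EGF 25 nM final, 5 min; lyse 10 min; AlphaScreen beads 5 h RT. Normalized DMSO basal vs EGF max; Hill AC50.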
The depositor's hits bear a star; ? = inconclusive; & = joins results of further samples; [ ] = dose if it differs, or a comment. Potency is the fitted concentration of half-maximal effect. An excerpt; rates above refer to the full screens.

| molecule | ERK EGF block |
| --- | --- |
| O=C(NCC(=O)N1CC(O)CC1C(=O)N1CC(O)CC1C(=O)OCc1ccccc1)OCc1ccccc1 (configuration not stated) | 1.4% |
| O=C(Nc1cc(C(F)(F)F)ccc1Cl)c1ccc(NC(=O)C(F)(F)F)cc1 | -7.2% |
| Cc1ccc(NCc2nnc(SCC(=O)Nc3cc(C)on3)n2C)cc1 | -3.7% |
| CC(C)C(=O)Nc1ccc2c(c1)C(=O)NC2=O | 5.7% |
| COc1ccc(Nc2nc(NCc3ccco3)nc(N/N=C/c3ccccc3F)n2)cc1 | -4.0% |
| COc1ccc(-c2cnc3n2CCCCC3)cc1 | -6.9%[57.5 µM] |
| COc1ccc(C(=O)COC(=O)CCN2C(=O)C3C4CCC(C4)C3C2=O)cc1 (configuration not stated) | 1.9% |
| CCOC(=O)N1CCN(C(=O)c2ccc(OCC)cc2)CC1 | -9.6% |
| COc1ccccc1C1CCN(c2ccc([N+](=O)[O-])cn2)CC1 | ? |
| Cc1ccc(/C=N/NC(=O)c2ccoc2C)o1 | -5.1% |
| Fc1ccc(NCc2nnc3n2CCCCC3)cc1 | -4.4% |
| CCCCC/C=C\C/C=C\CCCCCCCCCC(N)=O | -9.5% |
| Cc1ccc(C)c(/C=N/n2cc(-c3ccccc3)[nH]c2=S)c1 | 3.0% |
| COc1ccc(C2C(C(=O)N3CCOCC3)CCC(=O)N2c2cc(OC)c(OC)c(OC)c2)cc1 (configuration not stated) | -0.1% |
| CC(C)(C)OC(=O)NCCCC[C@H](NC(=O)c1[nH]cnc1C(=O)Nc1ccc(Cl)cc1)C(=O)OC(C)(C)C | -5.6%[57.5 µM] |
| CCOc1ccc(CN2CCN(Cc3cccn3-c3cccnc3)CC2CCO)cc1 (configuration not stated) | -1.5% |
| CC(Oc1ccccc1)C(=O)OCC(=O)N1CC(=O)Nc2ccccc21 (configuration not stated) | -3.8% |
| NC(=O)c1ccc[n+]([C@@H]2OC(COP(=O)([O-])OP(=O)(O)OCC3OC(n4cnc5c(N)ncnc54)C(OP(=O)(O)O)C3O)C(O)C2O)c1 (some centres not stated) | 0.6% |
| C[N+](C)(C)CCO | 11.8%&-2.5% |
| Cc1nc(CNS(=O)(=O)c2cc([N+](=O)[O-])ccc2C)cs1 | -9.1%[57.5 µM] |
| O=C(CN1C2=NCCN2c2ccccc21)c1cccs1 | -7.1% |
| Cc1cc(C)cc(NC(=O)CSc2nnc(Cn3c(=O)sc4ccccc43)n2C)c1 | 11.7% |
| Cc1ccc(C(=O)NC(=C(Cl)Cl)S(=O)(=O)c2ccc(Cl)cc2)cc1 | -3.8% |
| CN(C)S(=O)(=O)c1ccc(Cl)c(NC(=O)CSc2nc3c(cc2C#N)C(=O)CC(C)(C)C3)c1 | -2.5% |
| CCCCCCCC(=O)OC(CN1CCCCCC1)CN1CCCC1=O (configuration not stated) | -3.6%[57.5 µM] |
| Cn1cc([N+](=O)[O-])c(C(=O)N/N=C/c2cc3c(cc2Br)OCO3)n1 | -6.9% |
| Cc1ccc(CSc2ccc3nnc(-c4ccccn4)n3n2)cc1 | 1.9% |
| Nc1nc(SCc2nc3sc4c(c3c(=O)[nH]2)CCCC4)n[nH]1 | 1.3% |
| Cc1ccc(NC(=O)c2ccc3c(c2)nnn3C)cc1 | -0.4% |
| O=c1oc2ccccc2cc1-c1csc(Nc2nc3c(F)cccc3s2)n1 | 1.6% |
| O=C(O)C(c1ccccc1)C(c1ccccc1)c1ccccc1 (configuration not stated) | -7.0% |
| Clc1cccc(Oc2ncccn2)c1 | 2.4% |
| COc1ccc2c(c1OC)OCC(c1ccc(OC)c(OC)c1OC)C2 (configuration not stated) | 24.7% |
| O=C(c1cc([N+](=O)[O-])ccc1Cl)N1CCN(Cc2ccc3c(c2)OCO3)CC1 | -34.8% |
| CN(C)CCCSc1nc(-c2ccccc2)nc2c1CCC2 | 8.0% |
| COc1ccc(Cl)cc1N/C(N)=N/c1nc(C)cc(=O)[nH]1 | 8.3% |

Arranged by length of the SMILES (rising): six of the compounds above.
| molecule | ERK EGF block |
| --- | --- |
| CN(C)CCCSc1nc(-c2ccccc2)nc2c1CCC2 | 8.0% |
| Cc1ccc(CSc2ccc3nnc(-c4ccccn4)n3n2)cc1 | 1.9% |
| COc1ccc2c(c1OC)OCC(c1ccc(OC)c(OC)c1OC)C2 (configuration not stated) | 24.7% |
| O=c1oc2ccccc2cc1-c1csc(Nc2nc3c(F)cccc3s2)n1 | 1.6% |
| Cn1cc([N+](=O)[O-])c(C(=O)N/N=C/c2cc3c(cc2Br)OCO3)n1 | -6.9% |
| O=C(c1cc([N+](=O)[O-])ccc1Cl)N1CCN(Cc2ccc3c(c2)OCO3)CC1 | -34.8% |

Next structures follow.
| molecule | ERK EGF block |
| --- | --- |
| COc1ccc(C2(C)NC(=O)N(CC(=O)Nc3ccc(S(=O)(=O)N4CCCC4)cc3)C2=O)cc1 (configuration not stated) | 3.9% |
| CCSC1=C(C#N)C2(CCCCC2)C2=C(CC(C)(C)CC2=O)N1 | -4.6% |
| CCc1nnc(NC(=O)CSc2ccc(-c3ccco3)nn2)s1 | 14.6% |
| COc1ccc(C(=O)CSc2nc3ncccc3[nH]2)cc1OC | -10.2%[57.5 µM] |
| CCOC(=O)c1cnc(/N=C/N(C)C)s1 | 4.0% |
| COc1ccccc1NS(=O)(=O)c1cc(NC(=S)NCCN2CCOCC2)ccc1N1CCOCC1 | -1.1% |
| O=C(c1cccc(F)c1)N1CCC2(CC1)CCN(C(c1ccccc1)c1ccccc1)CC2 | 7.5% |
| CC(=O)N(C)c1ccc(NC(=S)NCC(C)C)cc1 | 3.8% |
| Cc1cc(C)cc(NC(=S)/N=C(\N)Nc2nc(C)c3ccccc3n2)c1 | -11.8% |
| CC1CCN(C(=O)c2ccc(S(=O)(=O)Cc3cc(F)ccc3F)c([N+](=O)[O-])c2)CC1 | 4.9% |
| COc1cc(OC)c(C(=O)NCc2cccnc2)cc1OC | 2.9% |
| Cc1nn(Cc2ccc([N+](=O)[O-])cc2)c(=O)n1-c1ccccc1Cl | 2.9% |
| N#Cc1c(=O)c2nc(NCCCO)ncc2n2c(=O)c3ccccc3[nH]c12 | 1.6% |
| C[C@@H]1NC(=O)c2cc([N+](=O)[O-])cc(I)c2OCC[C@@H](C(N)=O)NC(=O)[C@H](CCCCN)NC1=O | 0.9% |
| Nn1c(Cc2cccc3ccccc23)nnc1SCCOc1ccc(Br)cc1 | -2.7% |
| O=C(Nc1ccc(F)cc1)c1cccnc1NCCc1ccccc1 | 2.7% |
| O=C(Cn1c(=O)c(=O)n(Cc2ccccc2)c2ccc(Cl)cc21)NCC1CCCO1 (configuration not stated) | -1.3% |
| C=C(C)C(=O)Oc1ccc(N2C(=O)CCC2=O)cc1 | 1.6%[57.5 µM] |
| COc1ccc2oc(C(=O)OCC(=O)/C(C#N)=C(\C)N)c(C)c2c1 | -11.3% |
| COC(=O)[C@H](CCSC)NC(=O)Nc1cc(OC)cc(OC)c1 | 3.2%[57.5 µM] |
| O=C(CN(c1ccc2c(c1)OCCO2)S(=O)(=O)c1ccccc1)NCc1ccc(Cl)cc1 | 3.4% |
| Cc1ccc(/C=C/C(=O)NCc2ccc3c(c2)OCO3)o1 | -7.1% |
| CCOC(=O)COc1ccc2c(=O)c(-c3ccc(OC)c(OC)c3)c(C(=O)OCC)oc2c1 | -0.2%[57.5 µM] |
| NC(=O)[C@H]1CC2(CC(c3cccc(NC(=O)CC(c4ccccc4)c4ccccc4)c3)=NO2)CN1C(=O)CC(c1ccccc1)c1ccccc1 (some centres not stated) | 18.2%[57.5 µM] |
| CCOC(=O)C1(Cc2cccc(OC)c2)CCCN(C(=O)CCc2cccnc2)C1 (configuration not stated) | 5.6% |
| CC(C)NC(=O)CCc1nnc(Cc2cccc(C(F)(F)F)c2)o1 | -5.6%[57.5 µM] |
| O=C(NNc1nc2c(F)cc(F)cc2s1)C1COc2ccccc2O1 (configuration not stated) | -1.3% |
| Cc1cc(C)c(C)c(OCC(=O)O/N=C(\N)c2cccnc2)c1 | ? |
| Cc1cc(/C=C2\C(=N)N3N=CSC3=NC2=O)c(C)n1Cc1ccccc1 | ? |
| CCN1CCN(C(=O)Nc2ccc(OC)cc2OC)CC1 | 1.6% |
| O=C(Cn1c(NCCO)nc2ccccc21)c1ccccc1 | -16.4% |
| CCN1CCCC(OC(=O)c2cc(-c3ccc(C)cc3)nc3ccccc23)C1 (configuration not stated) | ? |
| CCCCn1c(=N)n(CC(=O)c2ccc(OC)cc2)c2ccccc21 | 5.2%[57.5 µM] |
| O=C(/C=C/c1ccc2c(c1)OCO2)c1ccc[nH]1 | 0.7% |
| O=P(OC1CCCCC1)(OC1CCCCC1)C(O)c1cccnc1 (configuration not stated) | 0.0%[57.5 µM] |
| C=C1C(C2(C)C=CC(=O)C(C)(C)C2CC(=O)OC)CC[C@@]2(C)C(c3ccoc3)OC(=O)C3OC132 (some centres not stated) | 28.6% |
| CCOC(=O)c1c(O)c2cccc3c2n(c1=O)CC3 | -14.9%[57.5 µM] |
| CCOc1cc(/C=C/c2cc(C(F)(F)F)[nH]c(=O)n2)ccc1O | 2.3% |
| COc1ccc(NS(=O)(=O)c2cc(NC(=O)c3sccc3C)ccc2N2CCOCC2)cc1 | ? |
| CC(C)(C)c1cc(C(=O)NNC(=O)Nc2ccccc2)n(Cc2ccccc2)n1 | 6.3%[57.5 µM] |
| Cc1c(N=C2NC(=O)/C(=C/c3ccc(O)cc3)S2)c(=O)n(-c2ccccc2)n1C | 5.2% |
| COc1cccc(CN2CCN(C(=O)c3cc(-c4ccccn4)nc4ccc(Cl)cc34)CC2)c1 | -7.6% |
| O=C(COC(=O)CNS(=O)(=O)/C=C/c1ccccc1)Nc1cc(S(=O)(=O)N2CCCCC2)ccc1Cl | -1.4% |
| COc1cc(CCC(=O)OCC(=O)Nc2c(C)cc(C)cc2C)cc(OC)c1OC | -4.8% |
| COC(=O)c1ccncc1C(=O)Nc1ccc(OC)cc1 | 3.3% |
| COc1ccccc1NS(=O)(=O)c1ccc(Cl)c(NC(=O)CN2C(=O)c3ccccc3C2=O)c1 | -0.6% |
| COc1ccc(NC(=O)N2CCCC3(CCN(S(=O)(=O)c4ccccc4)CC3)C2)cc1 | 4.3% |
| CNC(=S)NNC(=O)c1sccc1C | 8.5% |

The list goes on, overlapping the part above by 4 compounds.
| molecule | ERK EGF block |
| --- | --- |
| COC(=O)c1ccncc1C(=O)Nc1ccc(OC)cc1 | 3.3% |
| COc1ccccc1NS(=O)(=O)c1ccc(Cl)c(NC(=O)CN2C(=O)c3ccccc3C2=O)c1 | -0.6% |
| COc1ccc(NC(=O)N2CCCC3(CCN(S(=O)(=O)c4ccccc4)CC3)C2)cc1 | 4.3% |
| CNC(=S)NNC(=O)c1sccc1C | 8.5% |
| CCC(=O)Nc1nnc(SCC(=O)NCCc2ccc(OC)c(OC)c2)s1 | 0.1% |
| CN1C(C(=O)NCc2ccccc2)CC2Cn3c(nc4cc5ccccc5cc43)C21 (configuration not stated) | 7.3%[57.5 µM] |
| COc1ccccc1OCCC(=O)Nc1cccc(S(=O)(=O)N2CCCCC2)c1 | 4.3% |
| Cc1ccc(-c2nc3ccccc3c(=O)n2-c2c(C)n(C)n(-c3ccccc3)c2=O)cc1 | -6.0%[57.5 µM] |
| Oc1ccc(Br)cc1C=Nc1ccc2c3c(cccc13)CC2 | -2.0% |
| CCOC(=O)C(C(=O)OCC)N(C#N)c1nc(N(C)C)nc(N(C)C)n1 | -6.7% |
| O=C(CN(Cc1ccccc1)S(=O)(=O)c1cccc(C(F)(F)F)c1)NC1CCCCC1 | 1.5% |
| CCC(C(=O)OCCOCCN(CC)CC)c1ccccc1 (configuration not stated) | -8.8%[57.5 µM] |
| O=C(CC1C(=O)NCCN1Cc1cccc(Oc2ccccc2)c1)NCCc1cscn1 (configuration not stated) | 4.1% |
| CCOC(=O)c1sc(-c2ccccc2)cc1NC(=O)Nc1ccccc1 | 6.9% |
| O=C(C1CCCN(S(=O)(=O)c2cccc3nsnc23)C1)N1CCCCCC1 (configuration not stated) | 6.9%[57.5 µM] |
| Cc1ccc([N+](=O)[O-])c2c1C(N1CCCCC1)C(C)(C)O2 (configuration not stated) | -4.9% |
| O=C(Nc1ccccc1)c1cc2ccc3ccccc3c2s1 | 6.2%[57.5 µM] |
| CN(C(=O)COC(=O)c1cnc(Cl)c(Cl)c1)C1CCS(=O)(=O)C1 (configuration not stated) | -3.9% |
| O=C(Nc1ccc(N2CCOCC2)cc1)C1CC(=O)N(c2ccc(F)cc2)C1 (configuration not stated) | 5.1% |
| Cc1occc1C(=O)N1CCN(c2ccccc2)CC1 | 5.3% |
| CC(NC(=O)C1CCCCC1)C(c1cccs1)N1CCN(C)CC1 (configuration not stated) | -6.7%[57.5 µM] |
| COc1ccccc1NC(=O)CN1C(=O)C(C)SC(C)C1=O (configuration not stated) | -3.6% |
| O=C(Nc1ccc(Oc2c(F)c(F)c(F)c(F)c2F)cc1)OC1CCN2Cc3ccccc3N=C12 (configuration not stated) | -2.7%[57.5 µM] |
| CC(=O)C1=C(c2ccccc2)NC(=S)NC1c1cc(Cl)c(OC(C)C)c(Cl)c1 (configuration not stated) | -1.6% |
| O=c1c2cn[nH]c2nc(SCc2cc(=O)n3cc(Br)ccc3n2)n1-c1ccc(Br)cc1 | 3.7%[57.5 µM] |
| Cc1c(NC(=O)C(c2ccccc2)c2ccccc2)cccc1C(=O)O | -4.3%[57.5 µM] |
| CC(=O)c1cccc(NC(=O)COC(=O)COc2c(Cl)cc(Cl)c3ccc(C)nc23)c1 | -3.6% |
| CC(=O)Nc1ccc(OS(=O)(=O)c2ccccc2C)cc1 | -3.5% |
| CN(C)S(=O)(=O)c1cccc(NC(=O)CCSc2ccc(Cl)cc2)c1 | 4.4% |
| O=C(NCC1CCCO1)c1sc2ccccc2c1Cl (configuration not stated) | -0.8% |
| CC(C)CNC(=O)CC(NCC(C)C)C(=O)O (configuration not stated) | 1.1% |

Compound activity as filed in PubChem BioAssay.
